Screening results: PubChem BioAssay, several laboratories
AddAB inh: less growth of phage-infected E. coli with AddAB. E. coli expressing H. pylori AddAB, absorbance growth. inhibition, % at 11.9 µM. 330,000 tested, 0.29% active. AID 435030; in the data active = inhibition above about 12%;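 also: 0% = vehicle wells of infected cells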
OPRM1-OPRD1 ag: agonists of human mu-delta opioid receptor heterodimerization | P35372+P41143 | cells, OPRM1-OPRD1 heterodimerization, luminescence | activation, % at 9.3 µM | 340,000 tested, 0.3% active | AID 504326; in the data active = activation above about 18%;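 also: 0% = vehicle-treated cells and 100% = reference agonist; values of inactives mirror those of a sister screen read the other way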
Ecoli viability: reduces bacterial viability in AddAB counter-screen | E. coli V3065 growth, OD600 absorbance, 18 h | inhibition, % at 11.9 µM | 330,000 tested, 0.27% active;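 active = inhibition above the campaign's mean inhibition across all tested compounds plus 3 SD, cut at about 9.9% in these data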;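 also: uninfected addAB+ strain grown without phage in ampicillin broth; 0% = DMSO wells and 100% = ciprofloxacin 0.95 µg/ml wells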
PfHsp90 yeast 2: inhibits growth of yeast expressing Plasmodium falciparum Hsp90. S. cerevisiae expressing PfHsp90, BacTiter-Glo ATP, 48 h; yeast lacking PDR1 and PDR3 efflux regulators. inhibition, % at 9.4 µM. 310,000 tested, 0.32% active;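 active = every replicate shows inhibition above about 80%, whatever the replicate mean, limit read from the data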;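 also: 0% = DMSO neutral controls and 100% = 20 µM radicicol positive controls; yeast relying on Plasmodium falciparum Hsp90 in place of its own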
MOR-DOR inv ag: inverse agonist of human OPRM1-OPRD1 heterodimerization. P35372+P41143. cell-based MOR-DOR heterodimer luminescence, inverse agonism. inhibition, % at 9.3 µM. 340,000 tested, 0.21% active. AID 504357; in the data active = inhibition above about 22%, passing the limit was not always enough;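 also: 0% = cells with DMSO and 100% = wells without cells with DMSO; values of inactives mirror those of a sister screen read the other way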
phage Ecoli inh: E. coli growth loss with phage present | growth absorbance | inhibition, % at 11.9 µM | 360,000 tested, 0.26% active | AID 651602; in the data active = inhibition above about 11%
SUMO Mot1 rescue: SUMOylation pathway inhibition by Mot1-301 growth rescue | S. cerevisiae Mot1-301 growth rescue, ATP luminescence, 38.5C; percent above DMSO median, 100 means doubled | growth rescue, % at 18.8 µM | 320,000 tested, 1% active;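 active = every valid replicate shows activation above 250% relative to neutral control wells; inactive = the rest, any valid replicate at or below 250%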;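 also: OY570 slx delta 5 strain wells were the positive control but not used for scaling; some compounds called inactive have numbers as strong as hits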
PKA-R1A act: PKA-R1A complex activation | PKA-R1A dissociation, Cy5-IP20 fluorescence polarization; scaled: DMSO 0%, 113 µM cGMP 100% | activation, % at 11.4 µM | 340,000 tested, 0.083% active;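 active = percent activation above the mean of all tested compounds plus 3 SD, cut at about 19% in these data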;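 also: higher means more PKAc released from R1A so a rise in polarization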
Arr AP2 block: blocks beta-arrestin peptide binding to AP2 adaptin | inhibition, % at 10 µM | FITC-arrestin peptide / GST-AP2 beads, flow cytometry; AP2 beta2 appendage carries R879A mutation | 340,000 tested, 0.31% active;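 active = inhibition above a set limit, near 3 SD of compounds lacking own fluorescence, cut at about 54% in these data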;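 also: plate controls were DMSO wells for no effect and 5 µM unlabelled arrestin peptide for full effect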
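Material – GST-tagged AP2 beta2-adaptin appendage (R879A) on 4 µm glutathione beads · Probe or stimulus – fluorescein-tagged arrestin peptide at 50 nM final · Timing – 12 min plus 1 h, RT · Detection – bead flow cytometry, FITC channel · Read-out basis – inhibition as reduced fluorescein signal on beads, percent · Medium – PBS plus Tween 20 (0.05%) and BSA (0.1%)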
Tat export inh: blocks Tat-dependent protein export in E. coli | E. coli MC4100 TorA-mCherry Tat export, fluorescence | inhibition, % at 10 µM | 340,000 tested, 0.036% active | AID 488895;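 active = mean replicate inhibition at least 50% and at least half of replicates individually reaching 50%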;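 also: exported cargo escapes ClpAP degradation while cytoplasmic cargo is degraded and loses fluorescence; 0% = median of neutral control wells and 100% = median of NaSCN control wells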
Pemphigus Ab inh: inhibitors of pemphigus antibody binding to human desmoglein-3; DSG3-coupled beads, scFv-anti-DSG3-GFP binding, flow cytometry; stronger effect = lower value; binding (percent of control), % at 10 µM; 310,000 tested, 0.48% active; AID 588358;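 active = binding more than 3 SD below its plate's average and above zero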;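 also: hits lower antibody fragment binding to DSG3; some compounds called inactive have numbers as strong as hits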
Target sequence (P32926 whole entry, looked up, the tested form may be a part): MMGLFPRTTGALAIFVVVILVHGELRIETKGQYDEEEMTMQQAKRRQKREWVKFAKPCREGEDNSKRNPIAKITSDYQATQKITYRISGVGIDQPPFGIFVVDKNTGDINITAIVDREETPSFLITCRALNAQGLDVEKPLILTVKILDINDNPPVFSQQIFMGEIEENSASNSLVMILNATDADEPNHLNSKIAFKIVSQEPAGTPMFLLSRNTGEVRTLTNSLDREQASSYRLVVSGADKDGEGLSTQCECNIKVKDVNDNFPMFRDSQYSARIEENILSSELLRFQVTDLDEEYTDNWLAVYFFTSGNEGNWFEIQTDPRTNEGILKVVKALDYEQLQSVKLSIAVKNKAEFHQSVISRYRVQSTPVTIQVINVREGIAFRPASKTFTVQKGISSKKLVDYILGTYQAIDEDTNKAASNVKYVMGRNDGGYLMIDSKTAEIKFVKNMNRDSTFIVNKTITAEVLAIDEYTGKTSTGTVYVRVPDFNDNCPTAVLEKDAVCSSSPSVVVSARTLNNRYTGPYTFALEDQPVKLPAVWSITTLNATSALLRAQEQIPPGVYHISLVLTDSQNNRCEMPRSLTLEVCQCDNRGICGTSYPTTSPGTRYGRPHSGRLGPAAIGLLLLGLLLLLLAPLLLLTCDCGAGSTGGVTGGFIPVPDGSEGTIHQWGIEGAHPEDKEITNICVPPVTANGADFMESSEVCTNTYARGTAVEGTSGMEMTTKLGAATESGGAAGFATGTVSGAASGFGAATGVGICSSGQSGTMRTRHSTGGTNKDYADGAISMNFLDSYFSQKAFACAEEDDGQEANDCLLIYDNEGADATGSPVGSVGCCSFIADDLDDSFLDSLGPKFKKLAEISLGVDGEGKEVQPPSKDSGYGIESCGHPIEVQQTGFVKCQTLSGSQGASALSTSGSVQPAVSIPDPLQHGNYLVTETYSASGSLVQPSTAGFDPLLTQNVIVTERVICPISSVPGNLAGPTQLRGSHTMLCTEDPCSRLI
Starred values were filed as active, the others as inactive; · = no result given.

SMILES	AddAB inh	OPRM1-OPRD1 ag	Ecoli viability	PfHsp90 yeast 2	MOR-DOR inv ag	phage Ecoli inh	SUMO Mot1 rescue	PKA-R1A act	Arr AP2 block	Tat export inh	Pemphigus Ab inh
CCOCCCN(CCC#N)C(=O)C1CCN(S(=O)(=O)c2ccc(-n3cnnn3)cc2)CC1	1.4	-0.9	-1.3	-11.8	5.7	-0.6	-14.7	-0.7	0.7	-5.5	87.3
COc1ccccc1-n1c(SCC(=O)N2CCCCC2)nc(O)c(Cc2ccccc2)c1=O	1.0	-1.4	0.4	4.5	7.6	1.1	142.8	-4.2	-7.6	1.1	·
C/C(=N\NC(=O)CCCNc1ccc(C)cc1)c1ccccn1	-7.2	-2.2	-6.4	0.4	11.4	-3.4	·	-4.6	34.4	-3.4	100.5
COc1ccc(C2(CNS(=O)(=O)c3ccc(C)cc3)CCOCC2)cc1	-1.3	-1.3	-1.3	-10.7	7.1	0.1	98.1	-0.7	2.5	0.1	90.5
O=C(NCCSc1ccccc1)c1cccnc1	3.9	-1.9	2.9	2.6	10.9	0.9	-1.0	-0.8	18.6	-4.3	97.6
O=C(c1cccc(F)c1)N1CCN(S(=O)(=O)c2ccccc2)CC1	-0.1	-4.1	0.2	-8.0	21.8	1.4	-7.6	0.3	2.3	-8.2	100.8
COc1cc(C(=S)N2CCOCC2)ccc1OC(=O)c1cc([N+](=O)[O-])cc([N+](=O)[O-])c1	2.1	-1.7	-0.1	-1.3	7.6	3.9	0.7	-12.3	1.0	-2.7	98.9
Cc1ccc(Nc2nc(-c3cccs3)cs2)nc1	0.5	1.4	1.3	-4.2	-7.2	3.4	13.7	-8.3	-4.4	16.7	144.8
CCc1ccc(CC2S/C(=C(\C#N)C(C)=O)NC2=O)cc1 (centres undefined)	0.8	-0.9	2.1	-6.6	5.4	1.6	-6.7	3.8	9.8	16.4	·
COCc1c(C(=O)N2CCN(CCOc3ccccc3)CC2)oc2ccccc12	1.3	-1.2	-0.9	·	4.8	3.1	13.7	3.2	31.4	9.6	90.6
O=S(=O)(NCc1ccco1)c1cnc(Cl)c(Cl)c1	10.7	3.5	1.8	5.5	-18.1	3.4	-12.6	-4.9	6.2	-6.3	90.3
O=S(=O)(NC1CCCCC1Sc1ncccn1)c1ccccc1 (centres undefined)	-1.0	-3.2	-2.6	3.6	14.3	1.7	-4.9	-6.4	19.3	9.8	98.4
O=C(CCN1CCCCC1)Nn1c(=S)[nH]c2ccccc2c1=O	0.3	-2.4	1.2	-3.3	12.6	2.3	1.9	7.4	0.4	-1.0	102.5
CCc1ccc2c(Cl)c(C(=O)N/N=C/c3c[nH]c4ccccc34)sc2c1	1.9	2.1	-0.4	4.3	-9.0	6.0	46.1	-3.3	30.5	2.0	107.0
O=c1sc2ccccc2c(N2CCCC2)c1[N+](=O)[O-]	-1.5	-0.6	1.3	·	3.0	-0.3	·	-8.2	0.1	-2.7	107.0
Cc1ccc(S(=O)(=O)CCSc2n[nH]c(=O)n2-c2ccc3c(c2)OCCO3)cc1	-0.6	-1.1	-2.0	9.5	5.2	-0.8	13.2	0.4	30.9	2.7	·
O=C(CNC(=S)N(CCCN1CCOCC1)Cc1cccs1)N1CCCC1	0.8	-2.9	1.4	-0.2	13.6	1.6	5.3	-2.7	-8.5	-3.8	95.2
CCOC(=O)NC(NCc1ccccc1Cl)(C(F)(F)F)C(F)(F)F	2.3	0.1	0.4	-23.8	-0.3	1.1	-11.3	-3.1	-3.0	-21.2	·
COc1ccc(-c2cc(C(F)(F)F)nc(SCC(=O)Nc3cc(C)on3)n2)cc1	-0.2	0.2	3.1	-1.2	-1.1	1.2	·	-9.2	12.0	2.0	97.4
O=C1CSC(=S)N1N=Cc1ccccc1O	·	0.0	·	5.3	0.2	3.3	·	5.0	-11.0	-6.3	96.2
CC1(C)CC(=NOC(=O)c2ccccc2)CC(C)(C)N1O	1.4	2.2	2.7	-13.9	-11.5	3.4	376.8	-1.0	25.6	-1.9	105.5
O=C(NCCCn1ccnc1)C(=O)NCC1OCCN1S(=O)(=O)c1ccc(F)cc1 (centres undefined)	-0.5	-1.6	3.1	7.8	8.7	3.0	6.7	1.9	8.2	-2.1	112.5
Cn1c(CCCNC(=O)c2ccco2)nc2ccccc21	·	-1.1	·	3.3	5.5	2.5	·	-2.9	13.7	-11.3	99.9
Cc1ccc(/C=N/N2CCN(c3ccccc3)CC2)cc1	0.6	-1.8	1.4	1.6	8.0	0.1	2.8	-6.2	1.4	-0.4	·
COCCn1ccc2c(OCC(=O)NCCc3ccccc3)cccc2c1=O	0.6	-2.4	-0.5	·	15.6	-2.4	-1.3	1.6	1.7	-1.8	103.9
N#Cc1nc(COc2ccccc2Cl)oc1NCc1ccc(F)cc1	-1.2	1.5	-0.8	-36.3	-8.3	1.8	·	4.7	-5.6	-5.2	94.9
O=C(CCn1nnc2ccccc2c1=O)N[C@H](C(=O)O)c1ccccc1	2.6	-0.1	0.7	·	0.5	1.7	-16.7	2.1	-3.1	-3.4	99.4
CCOC(=O)c1c(Nc2ccccc2OCCOC)n[nH]c1C	-1.1	-2.6	0.8	-6.7	13.6	1.1	6.6	0.7	4.3	6.7	100.6
Cn1nc([N+](=O)[O-])nc1Sc1nnnn1-c1ccc(C(=O)O)cc1	1.8	3.6	-0.2	7.5	-18.6	4.4	-21.0	-14.3	-15.6	1.3	96.9
CCOc1c(OC(C)=O)ccc(/C=C/c2ccc3cccc(OC)c3n2)c1[N+](=O)[O-]	-2.6	-3.0	-1.1	-1.0	17.8	4.0	46.3	-9.0	1.3	0.8	105.8
Cc1ccc(/C=N/N2CCN(Cc3ccc(Cl)cc3)CC2)o1	0.1	-1.8	0.1	13.5	10.1	3.1	-0.2	-2.4	19.0	0.1	106.7
CCc1nnc(NC(=O)CC23CC4CC(CC(C4)C2)C3)s1	0.3	2.8	-1.4	19.0	-15.1	3.9	7.9	-0.9	23.8	-1.7	110.1
CCOc1ccc(NC(=O)COc2ccc(C(=O)NC(C)c3ccc(S(N)(=O)=O)cc3)cc2OC)cc1 (centres undefined)	0.3	-0.1	-1.8	3.3	0.6	2.1	-10.6	-12.1	-0.2	-2.5	61.6
N#Cc1ccc(NC(=O)Nc2ccc(Cl)cc2)cc1	16.3*	4.0	15.2*	-5.7	-16.8	13.0*	-19.6	-1.8	-0.3	6.1	107.3
O=C(CCc1ccccc1)Nc1ccc(Cl)cn1	-0.1	-1.9	-0.8	1.6	11.6	1.8	21.2	-4.0	1.6	0.5	·
CC1CCCCC1NC(=O)c1nn(C)c2c1CS(=O)(=O)c1ccccc1-2 (centres undefined)	1.7	-0.8	0.4	22.1	4.4	1.2	254.5	-6.6	-6.3	2.3	·
Cc1ccc(NC(=O)COC(=O)C2COc3ccccc3O2)cc1S(=O)(=O)N1CCOCC1 (centres undefined)	2.4	-0.5	0.3	-3.7	2.8	1.6	-6.6	-10.9	2.9	12.3	126.5
COc1cccc(NC(=O)CN(C)C(=O)Cn2[nH]c(=O)c3ccccc3c2=O)c1	0.8	-1.8	-0.9	-10.8	11.8	2.6	3.8	5.1	-1.0	1.5	97.9
CC(/C=C1\SC(=S)N(c2ccc(C(=O)O)cc2)C1=O)=C\c1ccccc1	-1.5	-1.2	-2.5	-49.9	6.3	-0.5	9.8	-11.8	0.1	4.1	96.3
CC(=O)N1CCN(c2ccc(Nc3ncnc4c3oc3ccccc34)cc2)CC1	1.8	3.1	1.2	-37.8	-18.0	0.2	2.8	2.3	16.6	-8.4	106.5
O=C(Nc1cccc(-n2cnnn2)c1)c1ccc(Cl)cc1Cl	3.4	-1.9	1.2	3.5	10.0	1.1	-7.6	-4.4	10.1	1.4	103.2
Cc1cccc(NC(=O)c2ccc(OCc3c(C)noc3C)cc2)n1	-0.3	0.9	-1.9	-20.9	-3.5	1.0	0.1	-1.3	19.2	-10.8	110.8
Cc1cc([N+](=O)[O-])ccc1NC(=O)c1cccc(NC(=O)C(C)C)c1	-2.0	0.1	-3.0	-24.7	-0.7	3.4	9.3	0.7	1.1	5.2	103.2
CC1C(=O)N2CCCc3cc(S(=O)(=O)NCc4ccc(Cl)cc4)cc1c32 (centres undefined)	0.9	-1.9	-2.4	-7.7	10.1	2.0	-3.1	-4.6	-17.1	5.3	·
Cn1cc(C(=O)c2cccc(Cl)c2Cl)cc1C(=O)O	3.0	-2.4	0.2	60.5	14.7	1.3	0.8	-9.4	-7.5	28.8	·
O=C(Nc1nccs1)c1cc2sccc2n1Cc1ccc(F)cc1	-2.0	1.7	-0.8	12.4	-9.2	1.6	24.0	-7.7	7.5	-10.3	·
Cc1cccc(NC(=O)N2CCC(C(=O)c3ccc(F)cc3)CC2)c1	1.8	-2.2	-2.3	0.8	12.0	0.8	15.9	6.1	24.6	-3.8	·
CC(C)CC(=O)NC(=S)NCCc1ccccc1	-3.0	-0.9	-1.4	-11.1	4.7	3.6	-5.5	-7.3	3.3	7.4	104.4
CN(CC(=O)Nc1ccc(Cl)c(C(F)(F)F)c1)C(=O)c1ccc(S(=O)(=O)N2CCOCC2)cc1	·	-2.5	·	-10.7	13.0	-0.2	·	-3.8	-18.9	2.6	101.5
CCN(CC)CC(O)CNc1ccnc2c(Cl)ccc(Cl)c12 (centres undefined)	·	-1.2	·	-23.0	6.1	4.6	·	-0.8	0.1	5.7	99.2
Cn1c(=NC(=O)c2ccccc2[N+](=O)[O-])sc2cc(S(C)(=O)=O)ccc21	2.6	2.6	-0.7	15.6	-11.8	1.3	-10.4	-0.8	-4.9	-1.3	85.8*
CN(C)/N=C/C=C1\CCC/C(=C\c2ccc(F)c(F)c2)C1=O	2.2	·	-2.6	23.0	·	2.4	131.2	·	7.4	2.0	111.6
Cc1ccc(C(=O)NNC(=O)CCCCC(=O)NNC(=O)c2ccc(C)cc2)cc1	3.0	-2.8	0.3	4.3	13.6	1.6	1.3	-5.2	-3.6	-3.5	129.4
Cc1ccc(Nc2cc(=O)oc3ccccc23)c(C)c1	-1.0	-2.0	0.0	-9.9	9.7	3.4	-5.8	-1.4	5.3	-5.5	99.0

Looked up above:
`CC(C)CC(=O)NC(=S)NCCc1ccccc1` – Tat export inh = 7.4
`CCN(CC)CC(O)CNc1ccnc2c(Cl)ccc(Cl)c12` (centres undefined) – MOR-DOR inv ag = 6.1
